# Assay outcomes: PubChem BioAssay, National Center for Advancing Translational Sciences (NCATS)
# TCR activator: activators of T cell receptors; AID 504894; Potency, µM (doses to about 9.22 µM), without a hit: top-dose activation of IL-2 secretion, actives largely listed as activators; 330,000 tested, under 10 active; primary human leukocytes, anti-CD3, IL-2 HTRF, 48 h; also: % of control where 0% means no effect
#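 TCR engagement came from a-CD3 beads alone, with compounds added to primary human leukocytes for 48 hr. Secreted IL-2 bridged europium cryptate- and d2-labelled anti-IL-2 antibodies, giving FRET emission at 665nm after 320nm excitation.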
# Tb PFK block: T. brucei PFK enzyme inhibition; T. brucei PFK, ADP-Glo luminescence; Potency, µM (titrated, usually from 57.5 µM), without a hit: at the highest dose activity, negative = inhibition, actives largely listed as inhibitors; hit rate 0.17% among 330,000; AID 485367;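 also: potency is read from the fitted curve at half-maximal effect; 0% = uninhibited 1x PFK enzyme wells and -100% = no-enzyme wells; nearly all actives have a fitted effect of over 60% in size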
#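 In TEA buffer at pH 8.0 with 5 mM MgCl2, enzyme (1.25 nM) converted F6P (0.5 mM) and ATP (0.1 mM) for 45 min at room temperature. ADP product was read by luciferase luminescence.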
# Integrin act MD: activates integrin-mediated alleviation for muscular dystrophy; alpha7betagal myoblasts, beta-gal FDG fluorescence, 48 h; Potency, µM (top dose mostly 38.3 µM), for inactives: top-dose activation, most hits filed as activators; hit rate 0.064% among 350,000; AID 624291;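 also: potency is read from the fitted curve at half-maximal effect; 100% = response of the positive control SU9516; nearly all actives have a fitted effect of over 60% in size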
#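 Alpha7betagal+/- myoblasts (passage 13) were plated 16-24 hr, then exposed to compounds (1:260 dilution of DMSO stock) for 48 hours at 37C. After MPER lysis, β-galactosidase reporter activity was read as FDG fluorescence (ex 480/em 540) after 30 minutes.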
# Mito fusion yeast: blocks mitochondrial division or promotes mitochondrial fusion. hit rate 0.23% among 320,000. S. cerevisiae fusion-defective mutant growth rescue, CellTiterGlo 48 h. AID 485298. Potency, µM (doses to about 46.1 µM), for the others: top-dose growth rescue (activation), actives largely listed as activators;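 also: potency is read from the fitted curve at half-maximal effect; % of control where 0% means no effect; nearly all actives have a fitted effect of over 45% in size; temperature-sensitive fusion mutants such as fzo1-1 at 37 °C on non-fermentable ethanol glycerol medium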
#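 Temperature-sensitive fusion-defective S. cerevisiae (e.g. fzo1-1, mgm1-5) were grown with compound in YPEG medium (3% ethanol, 3% glycerol) for 48 hours at 37C. Growth rescue was measured as viability by CellTiterGlo luminescence after 10 minutes at ambient.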
# ASM inhibitor: blocks human secretory acid sphingomyelinase; placental ASM, HMU-PC fluorogenic substrate, 60 min; Potency, µM (series often up to 57.5 µM), for inactives: at the top dose activity change, negative = inhibition, most hits filed as inhibitors; AID 504937; hit rate 0.006% among 340,000; P17405; also: potency is read from the fitted curve at half-maximal effect
#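 Fluorescence read-out (Ex 386 nm, Em 447 nm) after stopping the reaction at pH 10. Enzyme: ASM from human placenta; substrate HMU-PC0, 9 uM final; 60 min, 37 °C. Compound preincubation 10 min, ambient temperature.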
# A-T KAP1 phos: candidate therapy for ataxia-telangiectasia; AID 485349; hit rate 0.19% among 320,000; […] A-T fibroblasts, KAP-1 phosphorylation AlphaLISA; neocarzinostatin DNA damage 30 min before lysis; Potency, µM (series often up to 57.5 µM), for the others: top-dose activation, usual class: activators; also: potency is read from the fitted curve at half-maximal effect; % of control where 0% means no effect; nearly all actives have a fitted effect of over 45% in size
#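 ATM-like activity read as KAP-1 phosphorylation via AlphaLISA donor/acceptor antibody pairs after lysis and 6 hr at 25C. Cells were ATM-null patient fibroblasts ([…], hTERT), dosed 60 min, then exposed to the DSB inducer NCS for 30 min.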
# TSG101-PTAP inh: blocks PTAP/TSG101 interaction to inhibit HIV-1 budding | Q99816 | Fluorescence polarization, FITC-PTAP peptide / Tsg101 binding | Potency, µM (titrated, usually from 115 µM), for inactives: at the top dose activity change, negative = inhibition, usual class: inhibitors | 340,000 tested, under 10 active; active = well fitted inhibition curve with a large enough effect in the main read-out, with a control signal flat, not every such curve was filed as active; inconclusive = small, poorly fitted or top-dose-only effect, or effect the other way, or a change in a side signal; inactive = no such curve, though single readings can be large or run the other way; also: potency is read from the fitted curve at half-maximal effect; % of control where 0% means no effect
# Target sequence (Q99816 whole entry, looked up): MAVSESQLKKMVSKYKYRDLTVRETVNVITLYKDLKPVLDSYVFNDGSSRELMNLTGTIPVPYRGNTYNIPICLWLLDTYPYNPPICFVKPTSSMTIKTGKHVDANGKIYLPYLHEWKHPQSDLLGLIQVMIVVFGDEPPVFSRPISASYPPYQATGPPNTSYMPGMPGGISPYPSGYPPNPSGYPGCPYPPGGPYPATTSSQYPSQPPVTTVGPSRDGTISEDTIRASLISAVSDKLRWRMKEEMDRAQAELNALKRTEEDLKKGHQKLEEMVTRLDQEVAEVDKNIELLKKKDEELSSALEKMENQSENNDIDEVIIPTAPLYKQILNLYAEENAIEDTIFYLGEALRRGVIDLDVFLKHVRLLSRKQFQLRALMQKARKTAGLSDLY
#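 FP read-out: FITC-PTAP peptide, 50 nM final, binding Tsg101 binding domain, 10 uM final; 20 min, r.t.; 10 mM HEPES pH 7.5, 0.15 M NaCl, 0.01% Tween 20, 3 mM EDTA, 0.1 mM TCEP.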
# ELG1 DNA repair: ELG1-dependent DNA repair inhibition; HEK293T ELG1-luciferase reporter, luminescence, 16 h; DNA damage induced by 5-fluorouridine; Potency, µM (doses to about 46.1 µM), inactives show at the top dose activity change, negative = inhibition, usual class: inhibitors; hit rate 2.3% among 330,000; AID 504467; also: potency is read from the fitted curve at half-maximal effect; % is scaled to controls: 0 for no effect and ±100 for the full control effect; nearly all actives have a fitted effect of over 55% in size
#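 HEK293T cells expressing luciferase-tagged ELG1 (2,000/well) received 5-Fluorouridine plus compound or DMSO for 16 hr at 37 °C. Luciferase was read by ONE-Glo luminescence after 30 min at room temperature.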
# Chronic BCR inh: inhibitors of chronic active B-cell receptor signaling. hit rate 0.05% among 340,000. ABC-DLBCL IkBa-CBG/CBR reporter, luminescence ratio, 4 h. Potency, µM (top dose mostly 46.1 µM), without a hit: at the top dose ratio change, negative = lower green/red ratio, actives largely listed as inhibitors; active = well fitted inhibition curve with a large enough effect in the signal ratio, with a control signal flat, not every such curve was filed as active; inconclusive = small, poorly fitted or top-dose-only effect, or effect the other way, or a change in a side signal; the % refers to the signal ratio;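 also: potency is read from the fitted curve at half-maximal effect; plate controls were basal doxycycline-induced cells for no effect and cells given 10 µM MG132 for full effect; MG132 reads +100%, hits lower the ratio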
#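 TMD8 ABC-DLBCL cells carrying doxycycline-inducible green luciferase fused to IkappaBalpha plus unfused red luciferase were exposed to compounds (up to 46 uM) for 4 hrs at 37C. Activity came from the overlap-corrected green/red luminescence ratio.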
# TSHR antagonist: blocks TSH signaling through the human TSH receptor. TSHR-expressing cells, TSH-stimulated cAMP HTRF, 2 h; stronger effect = lower value. activity change, negative = inhibition, % at 11.5 µM. hit rate 0.2% among 330,000. AID 504810;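 active = activity change below a set negative limit, meaning inhibition stronger than a set level, cut at about -70% in these data; inconclusive = activity change between two set negative limits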; also: % is scaled to controls: 0 for no effect and ±100 for the full control effect
#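 Cell-based HTRF cAMP assay; TSHR cells + compound, TSH EC80 (4nM final), 2 h, 37 deg C. Lysis with anti-cAMP cryptate and cAMP-d2, 30 min RT, read 665/620 nm.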
# Eya2 inh: Eya2 (human) phosphatase inhibition | O00167 | recombinant Eya2, OMFP fluorescence dephosphorylation (OMFP is methylfluorescein phosphate) | Potency, µM (series often up to 76.9 µM), inactives show at the highest dose activity, negative = inhibition, most hits filed as inhibitors | hit rate 0.006% among 330,000 | AID 488837; also: potency is read from the fitted curve at half-maximal effect; % is scaled to controls: 0 for no effect and ±100 for the full control effect
# Target sequence (O00167 whole entry, looked up): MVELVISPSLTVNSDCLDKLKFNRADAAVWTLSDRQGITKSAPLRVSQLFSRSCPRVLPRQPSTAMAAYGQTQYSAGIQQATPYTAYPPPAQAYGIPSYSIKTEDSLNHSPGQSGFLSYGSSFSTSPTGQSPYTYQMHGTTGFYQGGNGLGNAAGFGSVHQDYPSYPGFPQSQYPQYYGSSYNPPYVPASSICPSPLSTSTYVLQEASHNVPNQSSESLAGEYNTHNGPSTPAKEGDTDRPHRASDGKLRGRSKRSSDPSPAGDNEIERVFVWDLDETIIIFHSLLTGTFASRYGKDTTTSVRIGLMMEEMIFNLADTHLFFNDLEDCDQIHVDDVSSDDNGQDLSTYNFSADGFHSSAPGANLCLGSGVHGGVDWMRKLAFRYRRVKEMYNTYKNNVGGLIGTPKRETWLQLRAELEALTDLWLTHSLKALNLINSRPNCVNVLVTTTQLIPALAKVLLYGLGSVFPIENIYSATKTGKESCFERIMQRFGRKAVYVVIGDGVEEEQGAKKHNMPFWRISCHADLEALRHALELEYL
#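 Eya2 (0.2 uM) preincubated 10 min at ambient with compound, then OMFP substrate added at 50 uM; 10 min reaction in 50 mM HEPES pH 7.5, 50 mM NaCl, 5 uM MgCl2, 0.05% BSA, 1 mM DTT. Fluorescence read at Ex 485/Em 525 nm.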
# * = called active by the depositor; ? = inconclusive; / = not tested or not shown; [ ] = dose if it differs, or a comment. Unless noted, calls follow the shape of the dose curve; as a rule, active = well fitted curve in the direction sought with a large enough effect; inconclusive = small, poorly fitted or top-dose-only effect, or another doubt; inactive = no such curve, though single readings can be large; an effect the other way counts as inactive or inconclusive.
SMILES,TCR activator,Tb PFK block,Integrin act MD,Mito fusion yeast,ASM inhibitor,A-T KAP1 phos,TSG101-PTAP inh,ELG1 DNA repair,Chronic BCR inh,TSHR antagonist,Eya2 inh
CCN(CC)S(=O)(=O)c1ccc(NC(=O)CCNC(=O)c2ccco2)cc1,7%,5%,18%,-3%,0%,0%,-7%,10%,-2%,6,5%
CCCc1cc(=O)n2[nH]c(CCc3ccccc3)nc2n1,/,0%,3%,-3%,-3%,-1%,-3%,-4%,?,-12,1%
COc1ccc(N(CC(=O)Nc2ccccc2C(=O)NCC(C)C)S(C)(=O)=O)cc1,5%[46.1 µM],-19%,6%,10%,0%,0%,-1%,-11%,-6%,-2,3%
Clc1ccccc1CONc1ncnc2nonc12,-1%,0%,34%,5%,-1%,-10%,-5%,?,7%,32,-2%
Nn1c(SCC(=O)NC(=O)NC2CCCC2)nnc1-c1ccccc1F,-7%,-1%,-4%,-1%,1%,10%,-5%,-5%,0%,1,21%
CC(Oc1cccnc1[N+](=O)[O-])C(=O)Nc1ccc(Cl)cn1 (stereo not drawn),2%,-3%,-13%,6%,2%,3%,-1%,18%,1%,-6,-1%
COc1ccc(Cl)cc1NC(=O)CN1CCc2ccccc2C1,-63%,-10%,-23%,1%,4%,0%,-3%,?,0%,2,-4%
Cc1csc(NC(=O)CSc2nnc(-c3ccccc3)o2)n1,0%,-1%,-20%,3%,-1%,/,0%,?,?,-3,22%
S=C(NCc1ccccn1)Nc1ccc(Br)cc1Cl,-4%,-5%,-13%,8%,5%,3%,-1%,?,-1%,-9,16%
CCCC(=O)Nc1nnc(S(=O)(=O)N(CC(C)C)c2ccccc2)s1,3%,-8%,?,3%,3%,14%,-2%,6%,?,5,20%
CCn1cc(C(=O)NCc2ccc3c(c2)OCO3)c(=O)c2cc(F)c(N3CCN(C)CC3)cc21,8%,/,-29%,-6%,-1%,/,0%,/,/,/,/
COc1cccc(/C=N/n2c(C3CCCCC3)n[nH]c2=S)c1O,10%,?,12%,-1%,7%,1%,-2%,1%,-7%,-8,-10%
c1ccc(N2CCN(c3nnc(Cc4cccnc4)c4ccccc34)CC2)nc1,4%,0%,-2%,0%,4%,-4%,-13%,?,?,-1,34%
CSc1cccc(NS(=O)(=O)c2cccc3nsnc23)c1,/,5%,-10%,24%,-3%,-10%,-12%,2%,4%,-3,11%
Cc1ccc(S(=O)(=O)N(C)CC(=O)OCC(=O)NCCN2C(=O)CSC2=O)cc1,3%,3%,8%,-7%,2%,-4%,-2%,6%,-7%,20,6%
CCOC(=O)N/N=C\c1ccc([N+](=O)[O-])s1,4%,2%,-47%[inhibitor],-7%,-3%,-1%,0%,21µM*,5%,4,0%
Cc1cc(Cl)ccc1OCC(=O)N1CCCCC1,1%,0%,-4%,-1%,2%,-7%,-1%,?,?,-4,-29%
COC(=O)c1ccccc1N(Cc1ccccc1)S(C)(=O)=O,1%,1%,-3%,1%,-2%,2%,0%,2%,1%,16,-1%
CC(C)[C@@]1(c2ccc(Cl)cc2)ON(c2ccccc2C(F)(F)F)C1=O,/,2%,/,-21%,/,-1%,/,-24%,0%,27,1%
Cc1nc2ccccc2nc1OCc1ccc([N+](=O)[O-])cc1,-3%,-2%,0%,-2%,-2%,2%,-6%,0%,1%,-2,8%
O=C(NC(=S)NCc1ccccc1)c1cccc(Cl)c1,/,-2%,-50%[inhibitor],9%,-6%,15%,-1%,-3%,-7%,-16,5%
NC(=O)CSc1nc2c(c(=O)n1-c1ccccc1)C1(CCCCC1)Cc1ccccc1-2,3%[46.1 µM],1%,-5%,-4%,-8%,8%,1%,?,-9%,5,4%
Cc1cccc(S(=O)(=O)C(C#N)c2nc3ccccc3nc2N2CC(C)OC(C)C2)c1 (stereo not drawn),-5%,/,-30%,11%,47%[activator],/,-6%,/,/,/,/
Oc1ccccc1OCC(O)c1ccccc1 (stereo not drawn),-2%,-3%,30%,9%,-1%,-1%,0%,3%,0%,-4,10%
Cc1ccc2c(c1)c1c(n2CC(O)CNC2CCCCC2)CCCC1 (stereo not drawn),0%,-1%,-52%[inhibitor],1%,-2%,-8%,-7%,?,-9%,5,2%

# Whole records, quoted from the list.
# Entry for `Oc1ccccc1OCC(O)c1ccccc1` (stereo not drawn) = TCR activator = -2%; Tb PFK block = -3%; Integrin act MD = 30%; Mito fusion yeast = 9%; ASM inhibitor = -1%; A-T KAP1 phos = -1%; TSG101-PTAP inh = 0%; ELG1 DNA repair = 3%; Chronic BCR inh = 0%; TSHR antagonist = -4; Eya2 inh = 10%
# Entry for `Cc1cc(Cl)ccc1OCC(=O)N1CCCCC1` = TCR activator = 1%; Tb PFK block = 0%; Integrin act MD = -4%; Mito fusion yeast = -1%; ASM inhibitor = 2%; A-T KAP1 phos = -7%; TSG101-PTAP inh = -1%; ELG1 DNA repair = ?; Chronic BCR inh = ?; TSHR antagonist = -4; Eya2 inh = -29%
# Entry for `O=C(NC(=S)NCc1ccccc1)c1cccc(Cl)c1` = TCR activator = /; Tb PFK block = -2%; Integrin act MD = -50%[inhibitor]; Mito fusion yeast = 9%; ASM inhibitor = -6%; A-T KAP1 phos = 15%; TSG101-PTAP inh = -1%; ELG1 DNA repair = -3%; Chronic BCR inh = -7%; TSHR antagonist = -16; Eya2 inh = 5%

# More results follow.
SMILES,TCR activator,Tb PFK block,Integrin act MD,Mito fusion yeast,ASM inhibitor,A-T KAP1 phos,TSG101-PTAP inh,ELG1 DNA repair,Chronic BCR inh,TSHR antagonist,Eya2 inh
COc1ccc(CCC(=O)OCC(=O)N2CCN(S(=O)(=O)c3ccc(C)cc3C)CC2)cc1,6%,-1%,-1%,8%,-1%,0%,0%,14%,1%,-11,-4%
Cc1ccc(N(Cc2ccccc2)C(=O)c2cc(S(=O)(=O)N3CCOCC3)ccc2F)cc1,-5%,-5%,10%,12%,-1%,-2%,-1%,16%,5%,-2,-9%
CCC(=O)N1CCc2cc(S(=O)(=O)NC(Cc3ccccc3)C(=O)Nc3nccs3)ccc21 (stereo not drawn),-1%,-2%,?,-8%,6%,-8%,0%,-11%,?,2,-1%
O=S(=O)(c1ccc2ncn(O)c2c1)N1CCOCC1,6%,1%,?,5%,8%,-6%,-2%,19%,?,9,-10%
O=C(NCCc1ccc(Cl)cc1)c1nnc(Cc2ccc(Cl)cc2)o1,5%,-1%,19%,-4%,6%,4%,-8%,21%,1%,-3,0%
CC(C)CNC(=O)c1cc2nc3c(c(C(F)(F)F)n2n1)CCc1ccccc1-3,3%,2%,2%,2%,38%[activator],/,-5%,20%,9%,-4,-5%
CC(NCc1cccs1)c1ccccc1 (stereo not drawn),2%,5%,21%,7%,4%,4%,-9%,8%,1%,-4,-4%
O=C(COc1ccccc1[N+](=O)[O-])Nc1cc(C(=O)O)cc(C(=O)O)c1,0%,14%,?,6%,2%,-4%,0%,-6%,-1%,7,-10%
OCCN1CCN(c2ncnc3c2c(-c2ccccc2)cn3-c2ccc(F)cc2)CC1,-1%,0%,-46%[inhibitor],3%,-5%,-1%,0%,?,?,0,-12%
C/C(Cn1nnc([N+](=O)[O-])n1)=N\NC(=O)c1cccc(Cl)c1,0%,1%,-41%,-7%,2%,9%,-6%,20%,?,3,-6%
O=C(CCNC(=O)c1ccco1)NCCN1C(=O)S/C(=C\c2ccc(F)cc2)C1=O,/,3%,-20%,1%,0%,-2%,0%,?,-14%,1,-5%
COc1ccc(N(CC(=O)Nc2cc(Cl)ccc2C)S(=O)(=O)c2c(C)noc2C)cc1,-2%,-1%,-42%,3%,0%,4%,1%,?,?,-38,-18%
